Compound activity (PubChem)
LMPTP inh – LMPTP (human) inhibition; P24666; recombinant LMPTP-A, OMFP fluorogenic substrate, fluorescence intensity; inhibition, % at 20 µM; actives 0.22% (n = 360,000); AID 651560;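 active = compounds that cut the enzyme signal by at least half of the control window in the single-dose screen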;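 note: plate controls were DMSO wells with enzyme plus substrate for no effect and substrate without enzyme for full effect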
Target sequence (P24666 whole entry, looked up): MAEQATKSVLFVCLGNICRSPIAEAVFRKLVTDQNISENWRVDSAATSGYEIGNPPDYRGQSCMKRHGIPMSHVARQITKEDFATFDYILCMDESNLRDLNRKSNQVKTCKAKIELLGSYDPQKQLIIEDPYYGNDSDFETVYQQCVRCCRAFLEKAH
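test system = LMPTP-A | amount = 0.625 nM LMPTP-A final | reagent = fluorogenic phosphatase substrate OMFP at 400 µM final | incubation = 50 min at room temperature | benchmarks = no-enzyme low control, uninhibited high control | medium = Bis-Tris pH 6.0, DTT, detergent | signal = fluorescence intensity of OMFP turnover product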
Scp-1 inhibitor – Scp-1 (human) phosphatase inhibition; AID 493091; Recombinant Scp1, phosphopeptide, malachite green phosphate absorbance; Q9GZU7; inhibition, % at 20 µM; actives 0.88% (n = 340,000);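 active = inhibition above about 50% at 20 µM, limit read from the data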;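 note: plate controls were DMSO wells with enzyme for no effect and wells lacking enzyme for full effect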
Target sequence (Q9GZU7 76-261 limits assumed): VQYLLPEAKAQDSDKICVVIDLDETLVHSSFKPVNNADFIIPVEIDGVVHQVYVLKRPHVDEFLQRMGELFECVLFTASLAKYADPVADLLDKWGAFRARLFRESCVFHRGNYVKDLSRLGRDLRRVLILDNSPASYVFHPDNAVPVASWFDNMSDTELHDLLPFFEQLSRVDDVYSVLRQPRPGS
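Incubation: 45 min enzyme reaction at room temperature / System: truncated SCP-1 phosphatase (76-261aa) / Reagent: Phospho 17-mer peptide substrate / Buffer or medium: Acidic Tris acetate buffer with magnesium and detergent / Signal: absorbance at 630 nm / Doses: one concentration, 20 µM, with 1.0% DMSO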
STEP inh – inhibitors of human striatal-enriched phosphatase STEP; P54829; inhibition, % at 20 µM; actives 0.25% (n = 360,000); recombinant STEP, OMFP fluorogenic substrate, fluorescence;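 active = inhibition at 20 µM, scaled per plate between control wells, above about 37%, limit read from the data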;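 note: 0% = DMSO with enzyme and substrate and 100% = substrate only without enzyme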
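Also added – OMFP at 25 µM · Test system – STEP tyrosine phosphatase · Technique – FITC-channel fluorescence of OMFP product · Schedule – 20 min at room temperature, dark · Evaluation – control-normalized % inhibition with plate pattern correction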
DNMT1 block – inhibitors of human DNMT1; P26358; DNMT1 molecular beacon, Hinp1I cleavage, fluorescence; inhibition (reported as % activation of signal), % at 10 µM; actives 0.83% (n = 360,000); AID 588458; in the data active = inhibition above about 50%
Rpn11 inh – inhibitors of human proteasome Rpn11. calls only at 20 µM. human 26S proteasome, Ub4-pepOG fluorescence polarization; 20S core pre-blocked with epoxomicin. O00487. actives 0.59% (n = 360,000);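 active = inhibition at 20 µM, scaled to each plate's controls, above about 33%, limit read from the data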
CSN deneddyl inh – inhibitors of human CSN-mediated cullin deneddylation; Q92905; Purified CSN, SCF-Nedd8-OG deneddylation, fluorescence polarization; inhibition, % at 12.5 µM; actives 0.38% (n = 360,000); AID 651999;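 active = pattern-corrected inhibition above about 35%, with an unprinted fluorescence ratio check between 0.5 and 1.5, limit read from the data, passing the limit was not always enough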;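 note: 0% = enzyme with substrate and 100% = substrate without enzyme; some results filed as inactive read as strong as hits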
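Schedule: reaction 90 min, room temperature / Assay system: HEK293T-derived human Csn5 enzyme / Input: Csn5 at 0.24 nM final / Measure: inhibition of Csn5 cleavage, % / Control set: substrate-only high control, full reaction low control / Technique: fluorescence polarization of the substrate / Buffer or medium: Tris/NaCl/DTT buffer, pH 7.5 / Reagent: SCFSkp2-Nedd8OG substrate at 10 nM final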
TbMetRS inhib – blocks T. brucei methionyl-tRNA synthetase activity; purified T. brucei MetRS, ATP depletion, Kinase-Glo luminescence; inhibition, % at 11.9 µM; AID 624268; actives 0.4% (n = 360,000);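 active = inhibition above a per-plate cutoff of the control wells' mean inhibition plus 3 SD, cut at about 5.5% in these data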;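 note: 0% = DMSO wells median and 100% = median of wells with control inhibitor compound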
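Material: parasite MetRS enzyme / Replication: singlicate, one well per compound / Signal: luminescence of leftover ATP / Schedule: 2 h aminoacylation at 25 °C after 15 min preincubation / Medium: HEPES-MgCl2-KCl buffer plus DTT, spermine, BSA, pyrophosphatase / Doses: 11.9 µM single point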
NadD block – blocks S. aureus nicotinate mononucleotide adenylyltransferase. actives 0.78% (n = 360,000). purified NadD enzyme, colorimetric absorbance read-out. AID 602399. inhibition, % at 20 µM; in the data active = inhibition above about 26%; note: some compounds past the cut are filed as inactive
SUMO1 PPI mod – alters human SUMO1 binding to SIM partners; actives 0.33% (n = 360,000); AID 602429; P63165; SUMO1 binding to a labelled peptide, TR-FRET, 1 h; inhibition, % at 20 µM; in the data active = inhibition above about 37%
Target sequence (P63165 whole entry, looked up): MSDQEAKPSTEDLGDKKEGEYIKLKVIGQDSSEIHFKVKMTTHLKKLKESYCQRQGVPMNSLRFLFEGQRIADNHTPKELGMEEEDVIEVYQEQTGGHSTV
PABP1 MLLE inh – blocks PAM2 peptide binding to the PABP1 MLLE domain. P11940. GST-MLLE / FITC-PAM2 fluorescence polarization. inhibition, % at 20 µM. actives 0.36% (n = 360,000); in the data active = inhibition above about 35%, passing the limit was not always enough;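 note: plate controls were DMSO wells with GST-MLLE for no effect and wells lacking GST-MLLE protein for full effect; some results filed as inactive read as strong as hits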
Target sequence (P11940 whole entry, looked up, the tested form may be a part): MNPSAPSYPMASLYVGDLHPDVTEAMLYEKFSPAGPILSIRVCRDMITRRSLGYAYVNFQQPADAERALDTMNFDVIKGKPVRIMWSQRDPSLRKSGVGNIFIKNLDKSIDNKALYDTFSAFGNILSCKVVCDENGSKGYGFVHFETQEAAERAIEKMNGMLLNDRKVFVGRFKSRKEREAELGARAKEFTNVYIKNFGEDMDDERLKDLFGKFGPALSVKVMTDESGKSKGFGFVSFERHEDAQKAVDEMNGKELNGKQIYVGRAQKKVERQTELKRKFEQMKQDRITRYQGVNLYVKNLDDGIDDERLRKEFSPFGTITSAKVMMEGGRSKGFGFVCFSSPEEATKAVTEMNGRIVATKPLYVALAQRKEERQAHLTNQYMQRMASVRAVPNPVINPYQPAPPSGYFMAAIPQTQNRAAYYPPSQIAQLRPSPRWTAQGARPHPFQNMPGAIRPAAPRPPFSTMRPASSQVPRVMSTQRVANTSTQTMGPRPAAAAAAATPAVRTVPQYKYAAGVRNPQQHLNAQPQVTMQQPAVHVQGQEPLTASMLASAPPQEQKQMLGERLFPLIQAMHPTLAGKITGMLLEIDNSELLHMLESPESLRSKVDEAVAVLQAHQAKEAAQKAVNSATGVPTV
* = called active by the depositor; i = inactive; x = not tested or not shown.

Values run as follows: PABP1 MLLE inh	STEP inh	TbMetRS inhib	NadD block	LMPTP inh	DNMT1 block	Scp-1 inhibitor	SUMO1 PPI mod	Rpn11 inh	CSN deneddyl inh
1: COc1ccc(OC)c(NC(=O)c2cc(-c3cc(C)ccc3O)n[nH]2)c1
  -2	-3	0.2	2	1.5	3	-6	8	i	0
2: O=C(NN1C(=O)c2ccccc2C1=O)C1C2CCCCC21 (centres undefined)
  4	1	-0.6	-7	0.6	0	-5	1	i	0
3: COc1ccc(C2=NNC(c3cccnc3)=Nc3ccccc32)cc1
  6	2	-0.3	2	-0.9	-1	1	-6	i	1
4: Cc1ccc(-c2ccc3nnc(SCC(=O)NCC4CCCO4)n3n2)cc1 (centres undefined)
  -1	2	0.1	2	-0.9	-4	-12	-7	i	-2
5: O=C(NCc1cccnc1)c1ccc(COc2cccc3ccccc23)o1
  -10	3	-0.1	4	1.9	-15	0	1	i	2
6: N#Cc1nc(-c2cccs2)oc1NCc1ccc(Cl)cc1
  4	-2	-0.2	-10	1.5	-5	-11	-4	i	2
7: COc1cc2ccccc2cc1C(=O)NC(=S)Nc1cccc(C(=O)O)c1C
  23	1	-0.8	-5	0.1	-2	-4	1	i	5
8: CC(=O)Nc1ccc(N/C=C/C(=O)c2ccc(Br)cc2)cc1
  -13	3	-0.1	1	-0.8	6	-4	2	x	1
9: Cc1ccc(-n2cc3c(-c4cccc(Br)c4)nnc(C)c3n2)cc1
  84	-17	-1.2	19	7.1	64*	13	1	x	-79
10: COCCNC(=O)CSc1nc2ccccc2c2nc(C)nn12
  -4	1	-0.3	0	-1.8	27	-12	2	i	2

Arranged by the number under PABP1 MLLE inh (smallest number first): some entries from above.
#	canonical_smiles	PABP1 MLLE inh	TbMetRS inhib	NadD block	LMPTP inh	DNMT1 block	Scp-1 inhibitor	SUMO1 PPI mod	Rpn11 inh	CSN deneddyl inh
10	COCCNC(=O)CSc1nc2ccccc2c2nc(C)nn12	-4	-0.3	0	-1.8	27	-12	2	i	2
4	Cc1ccc(-c2ccc3nnc(SCC(=O)NCC4CCCO4)n3n2)cc1 (centres undefined)	-1	0.1	2	-0.9	-4	-12	-7	i	-2
6	N#Cc1nc(-c2cccs2)oc1NCc1ccc(Cl)cc1	4	-0.2	-10	1.5	-5	-11	-4	i	2
9	Cc1ccc(-n2cc3c(-c4cccc(Br)c4)nnc(C)c3n2)cc1	84	-1.2	19	7.1	64*	13	1	x	-79

Later entries:
Values run as follows: PABP1 MLLE inh	STEP inh	TbMetRS inhib	NadD block	LMPTP inh	DNMT1 block	Scp-1 inhibitor	SUMO1 PPI mod	Rpn11 inh	CSN deneddyl inh
11: O=C(c1cc2nc(-c3ccccc3)cc(C(F)(F)F)n2n1)N1CCN2CCCC2C1 (centres undefined)
  4	-2	0.7	-9	0.3	-1	-5	-20	i	1
12: Cc1c(C(=O)NCc2cccnc2)sc2nc(-c3ccc(F)cc3)cn12
  -6	1	-0.7	1	1.2	5	-9	2	i	0
13: NC(=O)c1ccc(NC(=O)c2cccc3c2OCCCO3)cc1
  -4	-1	-0.1	-2	0.1	0	-18	3	i	-5
14: O=C(C1CCN(S(=O)(=O)c2cc(Cl)ccc2Cl)CC1)N1CCCC1
  -5	0	0.2	0	-0.5	-2	4	-9	i	5
15: CC1(C)C(=O)Nc2ccccc2N1C(=O)COC(=O)COc1ccc(C#N)cc1
  5	0	-0.1	3	0.3	4	10	1	i	-4
16: COc1cccc(NC(=O)C2CCN(S(=O)(=O)c3ccc4c(c3)CC(C)N4C(C)=O)CC2)c1 (centres undefined)
  -6	0	0.7	3	0.9	-3	-8	7	i	2
17: O=C(C[C@H]1C[C@@H]2c3cc(NC(=O)c4cccnc4)ccc3O[C@@H]2[C@H](CO)O1)NCc1ccncc1
  14	1	0.8	-2	-1.0	0	x	2	i	-1
18: COc1ccc(C2C3=C(CCCC3=O)Nc3ccc4ncccc4c32)cc1OC (centres undefined)
  16	-4	-0.6	1	0.3	-5	2	-12	i	-5
19: CCOC(=O)c1c(NC(=O)COC(=O)c2nc(Cl)ccc2Cl)sc(C(=O)N(C)C)c1C
  2	0	-0.4	-4	0.1	2	-2	-6	i	-2
20: Cc1ccc2c(c1)c1ccc3c(c1n2C)C(=O)C=CC3=O
  42*	4	-0.5	48*	31	-26	-7	-5	i	17
21: CCCNC(=O)C1(C)CCN(Cc2cc(-c3ccccc3)on2)C1 (centres undefined)
  14	0	-0.3	1	0.4	3	x	-1	i	-2
22: CCOc1ccc2oc(C(=O)N(C)CC(=O)Nc3ccc(OCC)c(OCC)c3)c(C)c2c1
  -39	2	-0.2	-2	2.0	-4	-7	0	i	-6
23: CC(C)CC1C(=O)N(Cc2cn(CCC3OCCCO3)nn2)CCS(=O)(=O)N1Cc1ccc(-c2ccccc2)cc1 (centres undefined)
  -2	-1	-0.3	-4	-0.2	-1	x	-1	i	3
24: COc1ccc(CCNC(=O)c2cc3cccc(OC)c3oc2=O)cc1OC
  2	1	-0.3	-7	0.7	2	-7	-34	i	0
25: O=C(Nc1ccccc1)c1sc2cc(C(F)(F)F)cnc2c1-c1cccs1
  2	4	0.5	-1	4.9	-7	-17	13	i	-1
26: CCOCCC(=O)Nc1ncc(S(=O)(=O)c2ccc([N+](=O)[O-])cc2)s1
  15	1	-0.1	-2	-0.1	-1	x	-25	i	-3
27: Fc1ccc2c(c1)C(c1ccncc1)=NNC(c1ccc(Br)cc1)=N2
  -6	0	0.8	3	-1.8	2	-10	-4	i	0
28: CSCCC(NC(=O)c1ccccc1)C(=O)N/N=C(\C)c1ccccc1 (centres undefined)
  4	0	0.7	0	0.7	0	-10	3	i	1
29: O=C(O)CCCn1c(=O)c2cccn2c2ccc(F)cc21
  6	-2	-0.8	-5	-1.5	4	0	2	i	-2
30: CCOC(=O)/C(C#N)=C/Nc1ccccc1NS(=O)(=O)c1ccc(C)c(C)c1
  14	0	-0.3	0	-1.5	0	-5	-2	i	2
31: CCOC(=O)N1CCN(C(=O)C[C@@H]2C[C@@]3(C(=O)OCC)CCC=C3N(Cc3ccccc3)C2=O)CC1
  x	x	-0.2	0	-0.1	x	x	5	x	2
32: CC(OC(=O)C1CC1)C(=O)Nc1cc(C(F)(F)F)ccc1Cl (centres undefined)
  2	-2	-0.4	-6	0.5	1	-11	-1	i	-3
33: Cc1ccc([N+](=O)[O-])c(OCCCN2CCC(Cc3ccccc3)CC2)c1
  -13	0	-0.5	-4	-0.7	-7	1	-24	i	-4
34: Cc1cccc(NC(=S)NC2CC3CCCC(C2)N3CC(C)C)c1C (centres undefined)
  13	2	-0.7	-3	-1.0	4	3	2	i	0
35: CCOc1ccc(N2C(=O)CC(NCc3ccc(F)cc3)C2=O)cc1 (centres undefined)
  -2	1	-0.9	-4	-1.1	4	1	0	i	-2
36: CCNc1nc(C)nc2c1cnn2C
  3	-2	-0.1	-2	-0.1	0	0	3	i	0
37: COCCN(C(=S)Nc1ccc(OC)c(Cl)c1)C1CCN(C(C)C)CC1
  28	71*	-0.8	-10	-1.6	0	-1	4	i	-6
38: O=C(NNC(=S)NC1CCCCC1)c1cccs1
  -14	0	-1.0	0	-0.9	8	-6	1	i	3
39: Cc1oc2ccc(OCc3ccccc3F)cc2c1C(=O)O
  -1	-1	-0.9	3	-1.2	9	-18	0	i	1
40: COc1ccc2nc(Nc3nc(-c4cc5ccccc5oc4=O)cs3)sc2c1
  -26	0	0.0	15	3.1	32	4	-5	i	-1
41: CCc1nc(N=Nc2c(O)[nH]c3ccccc23)c2c3c(sc2n1)CCC3
  7	1	-0.3	3	-0.2	64*	4	-3	i	1
42: Cc1cc(C)n2nc(SCc3ccccc3)nc2n1
  -9	-2	1.7	0	-1.4	3	-11	4	i	-5
43: O=C(Nc1ccccc1Cl)N1CCN(c2ccccn2)CC1
  10	-2	-0.2	-3	-1.5	1	0	4	i	-4
44: NS(=O)(=O)c1ccc(-c2ccc(C=NC3CCS(=O)(=O)C3)o2)cc1 (centres undefined)
  -16	1	0.1	-1	-0.4	-3	-11	-14	i	6
45: CCOC(=O)C1=C(C)NC(=S)N(C(C)=O)C1c1ccc(Cl)cc1 (centres undefined)
  -127	0	-0.2	0	-1.4	4	0	3	i	3
46: Cc1cc(C)c(OCC(=O)OCC(=O)N2CCc3ccccc3C2)c(C)c1
  2	2	-0.4	-8	0.5	0	-13	3	i	0
47: COc1ccc(CN2CCCC(C(=O)c3ccc(Cl)cc3)C2)cc1Cn1cncn1 (centres undefined)
  6	1	-0.6	0	1.5	0	0	1	i	6
48: O=C(CCC(NC(=O)OCc1ccccc1)C(=O)OCC(=O)N1CCCCC1)OCC(=O)N1CCCCC1 (centres undefined)
  -9	0	0.3	0	-1.3	-1	7	-1	i	1
49: O=Cc1cn(-c2ccccc2)nc1-c1cccnc1
  3	8	-1.5	1	-0.2	-1	2	3	i	1
50: COc1ccc(C(=O)Nc2ccc(CN3CCOCC3)cc2)cc1Br
  5	2	-1.5	-3	-2.7	4	-2	7	i	4
51: Cc1ccc2nc(SC(C(=O)Nc3ccc(F)cc3)c3ccccc3)[nH]c2c1 (centres undefined)
  -5	-1	2.6	14	1.7	3	1	0	i	1
52: CC(C)c1ccc(N(CC(=O)NCC2CCCO2)C(=O)CCC(=O)Nc2nccs2)cc1 (centres undefined)
  -7	1	0.8	-3	0.1	3	-5	-2	i	3
53: O=c1cc(O)c2sc(Nc3ccc(F)c(Cl)c3)nc2[nH]1
  -43	4	0.3	12	1.4	-26	-3	21	i	4
54: CC1=CC(C)(C(Cl)Cl)C(C)=CC1=O (centres undefined)
  -3	34	0.0	5	-1.1	3	1	3	i	0
55: CN1c2ccccc2C(C)(C)C12C=Nc1c(cc(N3CCOCC3)c3ccccc13)O2 (centres undefined)
  -6	0	1.8	16	4.9	-13	28	-5	i	16
56: Cc1ccc(CNC(=O)CN(C2CCCCC2)S(C)(=O)=O)cc1
  3	-2	0.1	1	0.1	0	-7	0	i	-5
57: Cc1cc(N2CCN(C(=O)c3cccs3)CC2)c(F)cc1[N+](=O)[O-]
  -5	-3	-1.0	-3	0.7	2	-11	19	i	-1

PABP1 MLLE inh, hit marks shown above.
# | Compound | PABP1 MLLE inh | TbMetRS inhib | NadD block | LMPTP inh | DNMT1 block | Scp-1 inhibitor | SUMO1 PPI mod | Rpn11 inh | CSN deneddyl inh
20 | Cc1ccc2c(c1)c1ccc3c(c1n2C)C(=O)C=CC3=O | 42* | -0.5 | 48* | 31 | -26 | -7 | -5 | i | 17
